tuberculosis growth: growth inhibition of non-replicating M. tuberculosis (AID 488890); Mycobacterium tuberculosis non-replicating, growth inhibition; higher % means a stronger effect; inhibition, % at 25 µM, or IC50 in µM where a hit was titrated; 320,000 compounds, 0.39% hits; in the data active = a potency from the dose series; inconclusive = inhibition mostly from about 82% at the one dose, without a potency; inactive = the rest, 99 in 100 with inhibition below about 76%;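 also: plate controls were DMSO cells for no effect and high antibiotic wells for full effect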
PhoP GFP inhibition: PhoP regulon inhibitors, Salmonella typhi PhoP promoter GFP reporter, confirmatory (AID 1850) | inhibition, % at 50 µM, or IC50 in µM where a hit was titrated | Salmonella Typhi PhoP-promoter GFP reporter, fluorescence, 4 h; higher % means a stronger effect | 310,000 compounds, 0.33% hits; in the data active = a potency from the dose series; inconclusive = inhibition mostly from about 25% at the one dose, without a potency; inactive = the rest, 99 in 100 with inhibition below about 19%;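 also: 0% = induced wells with vehicle and 100% = uninduced wells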
M. tuberculosis HTS: M. tuberculosis growth inhibition, HTS (AID 449762). M. tuberculosis H37Rv growth inhibition, 7H9 media; higher % means a stronger effect. inhibition, % at 25 µM, or IC50 in µM where a hit was titrated. 330,000 compounds, 0.59% hits; in the data active = a potency from the dose series; inconclusive = inhibition above about 70% without an active follow-up result;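 also: bacterial growth assessed after seven days of incubation; strong numbers were not always called active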
influenza NS1A: NS1A inhibition, H1N1 influenza, cell based functional assay (AID 504329). one-dose inhibition, % at 12.5 µM; IC50 in µM for titrated hits. NS1A functional cell-based assay, percent inhibition; higher % means a stronger effect. 340,000 compounds, 0.3% hits; in the data active = a potency from the dose series; inconclusive = inhibition above about 27% without an active follow-up result; also: strong numbers were not always called active
inhibitors of VEEV: inhibitors of VEEV TC-83 cytopathic effect, confirmation, Vero cells (AID 588727); Vero cells, VEEV TC-83 cytopathic effect inhibition; higher % means a stronger effect; inhibition, % at 20 µM, or IC50 in µM where a hit was titrated; 350,000 compounds, 0.13% hits; in the data active = a potency from the dose series; inconclusive = inhibition mostly from about 14% at the one dose, without a potency; inactive = the rest, 99 in 100 with inhibition below about 12%; also: strong numbers were not always called active
inhibitors of VEEV 10K pilot screen: recorded beside inhibitors of VEEV, whose call it bears; inhibition, %; measured here: 10K pilot screen inhibition
* marks the source's active call; other numbers are inactive results; i = inactive; u = inconclusive; x = not tested or not shown; & = joins results of further samples.

SMILES | tuberculosis growth | PhoP GFP inhibition | M. tuberculosis HTS | influenza NS1A | inhibitors of VEEV | others
CCn1c(CNC(=O)c2ccco2)nnc1SCC(=O)Nc1cc(C(F)(F)F)ccc1Cl | 5.5% | -4.8%&-7.5% | -4.4% | 0.4% | 4.4%
CN(C)c1ccc(/C=N/OC(=O)Nc2ccccc2)cc1 | 9.9% | 7.9% | -3.4% | -14.9% | 1.6%
C/C(=N\NC(=O)c1cccc(Cl)c1)C1C(=O)c2ccccc2C1=O | 0.38µM* | -1.3% | 8.4% | 0.8% | 3.9%
O=C(Nc1ncccn1)C1CCCN1S(=O)(=O)c1ccc(Cl)c(Cl)c1 (stereo unspecified) | -3.0% | 12.0% | 4.0% | 5.8% | 0.7%
C/C(=N/NC(=O)c1ccccc1)C(=O)O | x | 4.0% | 18.9% | 0.8% | 1.4%
Cc1ccc(N(C(=O)CS(=O)CC(=O)Nc2ccc(F)cc2)C(C)C(=O)NC(C)(C)C)cc1 (stereo unspecified) | -2.1% | -6.4% | -6.1% | 4.8% | i
O=C(Nc1ccc2nc(-c3ccco3)[nH]c2c1)c1cccs1 | -9.1% | 7.4% | 0.4% | 2.7% | 7.0%
O=C(c1ccccc1)c1ccccc1 | 2.0% | -4.3% | -7.9% | -1.4% | i
COC(=O)[C@]1(Cc2ccccc2)N[C@H](CN(C)S(=O)(=O)c2ccc(F)cc2)[C@@H]2C(=O)N(Cc3ccccc3)C(=O)[C@@H]21 | 6.8% | x | -4.8% | -2.6% | 1.0%
O=C(CSc1nnnn1-c1ccccc1)Nc1ncc2c(n1)CC(c1ccco1)CC2=O (stereo unspecified) | -10.6% | -6.3% | -1.7% | 2.0% | 2.5%
O=C(N/N=C/c1ccccc1OCc1ccccc1)c1cccnc1 | -0.3% | -10.0% | 0.7% | 6.6% | i | inhibitors of VEEV 10K pilot screen=1.2
Cc1nc(NCc2ccc3c(c2)OCO3)c2nnn(Cc3ccccc3)c2n1 | 2.1% | 4.8% | -1.6% | 22.9% | 9.9%
COc1ccc(-n2c(COc3cccc4ccccc34)nnc2SCC(=O)NCc2ccco2)cc1 | 29.5% | 6.7% | 5.7% | 7.3% | 1.6%
CN1C(=O)C(O)(CC(=O)/C=C/c2ccco2)c2ccccc21 (stereo unspecified) | 9.9% | 2.3% | -4.9% | -5.7% | i
CCN(CC(=O)Nc1ccccc1C(F)(F)F)C(=O)c1ccc2c(c1)NC(=O)CS2 | x | x | x | -4.5% | 6.0%
CCOc1ccc2c(c1)C(N(CCN1CCOCC1)C(=O)Nc1ccccc1)CC(C)(C)O2 (stereo unspecified) | 6.2% | -7.7% | -10.8% | -10.6% | 5.3%
C=CCN1C(=O)C(Cc2ccc(OC)cc2)S/C1=N\N=C\c1cccs1 (stereo unspecified) | -16.5% | -4.1% | 5.2% | -17.2% | 1.8%
COc1ccc(NS(=O)(=O)c2cc3c(cc2C)N(C(C)=O)CCO3)c(OC)c1 | 28.4% | -4.5% | -0.4% | 3.7% | 1.7% | inhibitors of VEEV 10K pilot screen=1.2
CSc1ccc(/C=N/Nc2cccc(C(=O)O)c2)cc1 | x | x | x | 12.0% | 1.0%
CSc1nc2nccc(/C=C\c3ccccc3)n2n1 | 33.0% | -4.2% | 7.5% | 9.2% | u
COc1ccccc1C(=O)NCCC(=O)Nc1ccc(S(=O)(=O)N2CCC(C)CC2)cc1 | x | x | 1.7% | 2.7% | 6.0%
O=C(CCCN1CC=C(n2c(=O)[nH]c3ccccc32)CC1)c1ccc(F)cc1 | 15.9% | -4.0% | -0.2% | 5.7% | 6.3%
O=C(C1CCCN(Cc2ccccc2[N+](=O)[O-])C1)N1CCCCC1 (stereo unspecified) | -2.2% | -9.2% | -1.4% | 3.3% | i
N#CC(CO)(Cc1ccc(OC(F)F)cc1)c1nc2ccccc2[nH]1 (stereo unspecified) | 20.6% | -2.0% | -3.0% | 4.8% | 1.3%
CCN(CC)S(=O)(=O)c1ccc(N2CCOCC2)c(NC(=O)C2COc3ccccc3O2)c1 (stereo unspecified) | 36.9% | -2.0% | 15.0% | 6.1% | 4.5%
Cc1ccc(SCc2cc(=O)[nH]c(N3CCCCC3)n2)cc1 | -1.0% | 2.6% | 0.3% | 4.2% | 1.3%
O=C(NC(Cc1c[nH]c2ccccc12)C(=O)O)c1ccccc1 (stereo unspecified) | -5.0% | -1.1% | -0.6% | 3.1% | 1.6%
COc1ccccc1NC(=O)CCN1C(=O)c2ccccc2S1(=O)=O | -1.7% | -18.6% | 6.8% | -1.9% | 1.5%
Cc1ccc(N2C(=O)S/C(=C/c3cn(C)c4ccccc34)C2=O)cc1 | -11.8% | -10.0% | -0.9% | -6.1% | 8.9%
N=c1c[n+](-c2ccc(Cl)cc2)[n-]o1 | 5.1% | -5.1% | -5.2% | -2.3% | 1.5%
C=CCc1cc(C=O)cc(OC)c1OCc1ccc(C(=O)O)cc1 | 1.1% | 9.5% | -7.2% | -0.5% | 0.9%
COc1cccc(-c2nc(CS(=O)(=O)CC(=O)Nc3ccccc3C)c(C)o2)c1 | 5.1% | -17.2% | -6.1% | -12.0% | 0.7%
CC(C)CC(=O)OC(C)(C)[C@@H]1Cc2c(ccc3ccc(=O)oc23)O1 | 13.7% | x | 1.0% | -12.7% | 0.1%
O=C(CN(C(=O)CNC(=O)c1cccs1)c1ccccc1)NC1CCCCC1 | 11.5% | 0.4% | 0.1% | 9.7% | 1.6%
O=C(NC1CCCCC1)C1CC=CCC1C(=O)OCC(Cl)=C(Cl)Cl (stereo unspecified) | 3.1% | -12.0% | 2.6% | 2.5% | i
Cc1ccccc1NC(=O)C(C)SCc1ccccc1 (stereo unspecified) | 47.0% | -4.1% | -1.0% | -2.4% | i
COc1cc(C(C)=O)ccc1OC(=O)c1cc2cccc(OC)c2oc1=O | -2.7% | 0.1% | -12.6% | -21.3% | 0.7%
CCCC(=O)Nc1nn(C)c2nc3c(C)cccc3cc12 | -15.5% | -4.0% | -4.2% | -11.2% | 0.9%
COc1ccc(/C=N/Nc2cc(N(C)C)nc(N(C)C)n2)cc1 | 28.6% | 4.6% | 5.3% | 6.8% | 8.5%
CCc1ccc(/C=C2/SC(=S)N(CCC(=O)Nc3cccc(C(=O)O)c3)C2=O)cc1 | 48.9% | 11.2% | 2.4% | -3.0% | 2.4%
O=C(NCc1ccccc1)c1onc(CS(=O)(=O)c2ccccn2)c1C(=O)NCc1ccccc1 | 55.1% | -4.5% | 5.5% | 0.0% | 0.8% | inhibitors of VEEV 10K pilot screen=9.7
Cc1ccc(C(=O)Cn2c(=N)n(CCN3CCOCC3)c3ccccc32)cc1 | 8.8% | x | 16.5% | 5.7% | 0.3%
COc1ccc(OC)c(NC(=O)C2CCCN2S(=O)(=O)c2cccc3nsnc23)c1 (stereo unspecified) | 19.0% | 3.1% | 4.3% | -2.8% | 0.2%
Cc1nc(Cl)c(C#N)cc1-c1ccccc1 | -0.1% | 6.8% | -11.2% | -1.1% | 2.5%
Cc1ccc(CNc2cccnc2)cc1 | -7.9% | -5.2% | 6.5% | -11.1% | 0.5%
Cc1cccc(NC(=S)N2CCC(c3nc4ccccc4s3)CC2)c1 | 15.7% | -4.8% | 12.8% | -1.8% | 0.7%
O=C1CC(N2CCC(O)(c3ccc(Cl)cc3)CC2)C(=O)N1Cc1ccc(N2CCCC2=O)cc1 (stereo unspecified) | 57.0% | -8.0% | -6.8% | 16.0% | 0.1%
O=C(CC1C(=O)NCCN1Cc1c(F)cccc1Cl)NCCc1ccccn1 (stereo unspecified) | -8.9% | -6.0% | 10.1% | 4.3% | 3.0%
Cc1cc(C(F)(F)F)c2c(C)nn(CCc3nn[nH]n3)c2n1 | 6.7% | -3.1% | -6.4% | -20.7% | 2.3%
O=C(Nc1cccc(F)c1)C1CCN(S(=O)(=O)c2cccc3nonc23)CC1 | 10.2% | -7.0% | -1.0% | 0.0% | 7.3%

Among those listed so far, six have an NH in an aromatic ring:
SMILES | tuberculosis growth | PhoP GFP inhibition | M. tuberculosis HTS | influenza NS1A | inhibitors of VEEV | others
O=C(Nc1ccc2nc(-c3ccco3)[nH]c2c1)c1cccs1 | -9.1% | 7.4% | 0.4% | 2.7% | 7.0%
O=C(CCCN1CC=C(n2c(=O)[nH]c3ccccc32)CC1)c1ccc(F)cc1 | 15.9% | -4.0% | -0.2% | 5.7% | 6.3%
N#CC(CO)(Cc1ccc(OC(F)F)cc1)c1nc2ccccc2[nH]1 (stereo unspecified) | 20.6% | -2.0% | -3.0% | 4.8% | 1.3%
Cc1ccc(SCc2cc(=O)[nH]c(N3CCCCC3)n2)cc1 | -1.0% | 2.6% | 0.3% | 4.2% | 1.3%
O=C(NC(Cc1c[nH]c2ccccc12)C(=O)O)c1ccccc1 (stereo unspecified) | -5.0% | -1.1% | -0.6% | 3.1% | 1.6%
Cc1cc(C(F)(F)F)c2c(C)nn(CCc3nn[nH]n3)c2n1 | 6.7% | -3.1% | -6.4% | -20.7% | 2.3%

(cont.)
SMILES | tuberculosis growth | PhoP GFP inhibition | M. tuberculosis HTS | influenza NS1A | inhibitors of VEEV | others
C=CCn1c(-c2cc(OC)cc(OC)c2)n[nH]c1=S | -6.3% | -7.7% | 1.5% | -3.9% | 2.4%
CCOc1ccc2oc(=O)cc(C)c2c1 | -20.1% | 5.8% | -2.2% | -10.9% | 0.3%
CC(C)C(=O)Nc1sc2c(c1C#N)CCCCC2 | 0.3% | 2.8% | 0.1% | 2.9% | 2.7%
CCCCCCn1c(=O)c(C(=O)Nc2ncccc2O)c(O)c2ccccc21 | 67.8% | -6.3% | 13.4% | -6.7% | i
Cc1ccc(-c2nn(-c3ccccc3)cc2/C=C2\SC(=S)N(CCCCCC(=O)O)C2=O)o1 | 33.8% | -272.0% | 9.8% | 14.6% | 12.6%
C[C@H]1CN([C@@H](C)CO)C(=O)Cc2cc(NC(=O)Cn3cnnn3)ccc2O[C@H]1CN(C)Cc1ccncc1 | -1.7% | x | 4.8% | -28.2% | 0.1%
O=C(COc1ccccc1)NCc1ccc2c(c1)OCO2 | 73.5% | -1.9% | 8.8% | -1.6% | 1.7%
O=S(=O)(c1ccc2ccccc2c1)N(CC1CO1)c1ccccc1 (stereo unspecified) | 49.1% | 5.1% | 6.2% | -4.6% | 6.1%
COc1ccc(NC(=O)Nc2cc(C)ccn2)cc1 | x | x | x | 4.6% | 1.4%
CCCc1cc(C(N)=O)c(NC(=O)c2ccco2)s1 | -4.4% | -1.5% | 0.7% | -3.5% | 3.7%
Cc1ccc(NC(=O)C2CCCN(S(=O)(=O)c3cccc4nonc34)C2)cc1 (stereo unspecified) | 2.3% | 16.2% | 10.0% | -0.7% | 5.9%
Oc1cc(NCc2ccc(F)cc2)cc2cccnc12 | 24.4% | x | 8.3% | -7.3% | 9.5%
CCOC(=O)C1=C(CN2CC(C)CC(C)C2)NC(=O)NC1c1ccc2c(c1)OCO2 (stereo unspecified) | 5.5% | -13.1% | 6.1% | 0.8% | i
CC(=O)Cc1nsc(NC(=O)c2ccc(-c3cccc(C(F)(F)F)c3)o2)n1 | 10.8% | 4.0% | -3.7% | 1.2% | 8.6%
C#CCOCCOCCOCCNc1nc(N2CCN(C(=O)[C@H](CCCCN)n3cc([C@@H](N)CC(C)C)nn3)CC2)nc(N2CCN(C(=O)[C@H](Cc3ccc(O)cc3)n3cc([C@@H](N)CC(C)C)nn3)CC2)n1 | 68.2% | 14.4% | u | x | x
Cn1ncc(C(N)=O)c1NC(=S)NC(=O)c1ccc(Br)o1 | 22.6% | 5.9% | 4.4% | -8.1% | 2.1%
CCOC(=O)C1=C(Cc2ccc(OC)cc2)C(=O)c2ccccc2C1=O | x | x | x | 42.9µM* | i
CCOCCCNC(=O)CN1C(=O)/C(=C/c2ccccc2C)Sc2ccccc21 | -1.1% | -5.3% | 9.5% | 1.7% | 0.8%
Cc1nn(Cc2ccccc2Cl)c(Cl)c1C(=O)NCCc1ccccc1 | -25.4% | -1.4% | 2.0% | 2.9% | 0.7%
Cc1cc(C)nc(/N=C(\N)c2c(O)[nH]c(=O)[nH]c2=O)n1 | -3.3% | 2.9% | -12.7% | -2.3% | 2.3%
CCN(CC)c1ccc(NC(=O)C2CCCC2)cc1 | 75.4% | -0.4% | 8.2% | 4.7% | 1.0%
CCOc1cc(N2CCOCC2)c(OCC)cc1NC(=O)c1ccco1 | 8.1% | -6.2% | -3.3% | -10.6% | 2.8%

Screening data: PubChem BioAssay, Southern Research Specialized Biocontainment Screening Center

Compounds as they come (roughly 1.5% active in at least one column).
